HTR5A inv ctr: counter-screen for OPRM1-OPRD1 inverse agonists: human HTR5A inverse agonism; HTR5A cell line, luminescence; P47898; hit rate 0.083% among 340,000; inhibition, % at 9.3 µM; in the data active = inhibition mostly above about 23%, no sharp cut-off; inactive = mostly below about 18%;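 note: 0% = cells with DMSO and 100% = no-cell wells with DMSO; some compounds called inactive have numbers as strong as hits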
Ecoli viability: counter-screen for AddAB inhibitors: E. coli growth inhibition; hit rate 0.27% among 330,000; E. coli V3065 growth, OD600 absorbance, 18 h; AID 449728; inhibition, % at 11.9 µM;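 active = inhibition above the campaign's mean inhibition across all tested compounds plus 3 SD, cut at about 9.9% in these data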;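 note: uninfected addAB+ strain grown without phage in ampicillin broth; 0% = DMSO wells and 100% = ciprofloxacin 0.95 µg/ml wells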
Pemphigus Ab inh: blocks pemphigus antibody binding to human desmoglein-3; P32926; DSG3-coupled beads, scFv-anti-DSG3-GFP binding, flow cytometry; active compounds read low; binding (percent of control), % at 10 µM; hit rate 0.48% among 310,000; AID 588358;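 active = binding more than 3 SD below its plate's average and above zero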;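 note: hits lower antibody fragment binding to DSG3; some compounds called inactive have numbers as strong as hits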
Target sequence (P32926 whole entry, looked up, the tested form may be a part): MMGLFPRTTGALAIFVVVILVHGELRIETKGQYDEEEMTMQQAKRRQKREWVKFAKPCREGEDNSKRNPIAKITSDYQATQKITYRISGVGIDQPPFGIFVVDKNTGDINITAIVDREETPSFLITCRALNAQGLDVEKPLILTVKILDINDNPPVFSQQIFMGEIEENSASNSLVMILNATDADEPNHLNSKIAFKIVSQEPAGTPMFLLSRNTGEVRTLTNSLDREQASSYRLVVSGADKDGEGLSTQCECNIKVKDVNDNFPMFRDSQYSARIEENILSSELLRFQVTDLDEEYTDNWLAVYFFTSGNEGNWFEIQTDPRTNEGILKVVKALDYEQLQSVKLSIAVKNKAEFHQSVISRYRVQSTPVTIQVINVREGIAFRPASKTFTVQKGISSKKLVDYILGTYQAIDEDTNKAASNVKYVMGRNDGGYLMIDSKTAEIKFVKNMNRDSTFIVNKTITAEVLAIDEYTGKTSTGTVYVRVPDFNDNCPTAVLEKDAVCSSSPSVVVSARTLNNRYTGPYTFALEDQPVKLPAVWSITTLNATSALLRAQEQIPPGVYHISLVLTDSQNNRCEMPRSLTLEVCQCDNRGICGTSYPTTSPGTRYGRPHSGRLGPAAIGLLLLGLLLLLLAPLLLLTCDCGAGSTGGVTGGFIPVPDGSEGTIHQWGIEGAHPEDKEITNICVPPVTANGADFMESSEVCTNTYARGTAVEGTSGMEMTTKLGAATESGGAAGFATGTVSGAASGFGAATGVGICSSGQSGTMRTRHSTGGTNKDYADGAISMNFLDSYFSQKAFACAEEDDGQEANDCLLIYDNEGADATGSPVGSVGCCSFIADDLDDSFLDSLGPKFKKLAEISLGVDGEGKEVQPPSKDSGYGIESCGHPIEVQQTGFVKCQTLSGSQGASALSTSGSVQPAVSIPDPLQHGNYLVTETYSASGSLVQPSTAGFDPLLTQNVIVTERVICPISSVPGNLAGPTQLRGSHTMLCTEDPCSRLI
phage Ecoli inh: E. coli growth loss with phage present; growth absorbance; hit rate 0.26% among 360,000; inhibition, % at 11.9 µM; in the data active = inhibition above about 11%
MOR-DOR ag: OPRM1-OPRD1 heterodimerization agonism; hit rate 0.3% among 340,000; activation, % at 9.3 µM; cells, luminescence; P35372+P41143; in the data active = activation above about 18%;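 note: 0% = vehicle-treated cells and 100% = reference agonist; values of inactives mirror those of a sister screen read the other way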
AddAB inh: less growth of phage-infected E. coli with AddAB | E. coli expressing H. pylori AddAB, absorbance growth | inhibition, % at 11.9 µM | hit rate 0.29% among 330,000 | AID 435030; in the data active = inhibition above about 12%;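 note: 0% = vehicle wells of infected cells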
HTR5A ag ctr: HTR5A agonism, opioid heterodimer counter-screen; HTR5A agonist assay, luminescence, cell-based; P47898; AID 504692; hit rate 0.61% among 340,000; activation, % at 9.3 µM; in the data active = activation mostly above about 9.5%, no sharp cut-off; inactive = mostly below about 7.6%;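 note: 0% = cells with vehicle only and 100% = reference agonist; strong numbers were not always called active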
OPRM1-OPRD1 inv: inverse agonist of human OPRM1-OPRD1 heterodimerization; cell-based MOR-DOR heterodimer luminescence, inverse agonism; inhibition, % at 9.3 µM; hit rate 0.21% among 340,000; in the data active = inhibition above about 22%, passing the limit was not always enough;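 note: 0% = cells with DMSO and 100% = wells without cells with DMSO; values of inactives mirror those of a sister screen read the other way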
PKA-R1A act: activators of PKA-R1A complex | PKA-R1A dissociation, Cy5-IP20 fluorescence polarization; scaled: DMSO 0%, 113 µM cGMP 100% | P00514+P68181 | activation, % at 11.4 µM | hit rate 0.083% among 340,000;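 active = percent activation above the mean of all tested compounds plus 3 SD, cut at about 19% in these data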;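 note: higher means more PKAc released from R1A so a rise in polarization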
Mot1-301 SUMO: inhibitors of SUMOylation pathway: yeast Mot1-301 growth rescue | growth rescue, % at 18.8 µM | hit rate 1% among 320,000 | S. cerevisiae Mot1-301 growth rescue, ATP luminescence, 38.5C; percent above DMSO median, 100 means doubled;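 active = every valid replicate shows activation above 250% relative to neutral control wells; inactive = the rest, any valid replicate at or below 250%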;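 note: OY570 slx delta 5 strain wells were the positive control but not used for scaling; some compounds called inactive have numbers as strong as hits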
PfHsp90 set2: reduces growth (ATP signal) of yeast expressing P. falciparum Hsp90; S. cerevisiae expressing PfHsp90, BacTiter-Glo ATP, 48 h; yeast lacking PDR1 and PDR3 efflux regulators; inhibition, % at 9.4 µM; hit rate 0.32% among 310,000;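 active = every replicate shows inhibition above about 80%, whatever the replicate mean, limit read from the data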;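 note: 0% = DMSO neutral controls and 100% = 20 µM radicicol positive controls; yeast relying on Plasmodium falciparum Hsp90 in place of its own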
The depositor's hits bear a star; x = not tested or not shown; & = joins results of further samples.

SMILES	HTR5A inv ctr	Ecoli viability	Pemphigus Ab inh	phage Ecoli inh	MOR-DOR ag	AddAB inh	HTR5A ag ctr	OPRM1-OPRD1 inv	PKA-R1A act	Mot1-301 SUMO	PfHsp90 set2
COc1ccc(N2CC(C(=O)NCCS(=O)(=O)N3CCN(c4ccccc4)CC3)CC2=O)cc1 (stereo unspecified)	15	0.0	111	1.4	-3.0	1.2	2	15	-1	4	11
Cn1c(=O)c2c(nc(Cl)n2CC(=O)NC2(C#N)CCCCC2)n(C)c1=O	x	3.5	96	4.6	x	3.4	x	x	-6	14	x
CC(NC(=O)c1ccco1)c1ccc(-n2ccnc2)cc1 (stereo unspecified)	15	2.2	x	3.6	0.0	1.9	-1	0	-7	-25	x
Cc1ccc(C(=O)C(C)OC(=O)Cc2n[nH]c(=O)c3ccccc23)cc1 (stereo unspecified)	6	1.1	102	2.4	1.7	-0.3	-2	-11	-7	51	17
O=C(OC1CCCCC1)c1cc2ccccc2oc1=O	-11	0.3	98	4.1	-3.3	1.9	3	15	-11	42	-21
O=C(C1=C[C@H](c2ccc3c(c2)OCO3)C[C@H](OCc2ccc(CO)cc2)O1)N1CCOCC1	-6	0.4	101	1.1	-0.8	-0.6	2	4	-8	216	-12
CCCOC(=O)C1=C(C)NC2=C(C(=O)CC(C)(C)C2)C1c1cccnc1 (stereo unspecified)	0	-2.5	95	2.8	-4.6	-2.4	0	23	-7	6	-3
CCOP(=O)(OCC)C(C#N)=C1SCN(c2ccccc2)CS1	-24	-1.4	103	1.4	-0.2	0.6	5	1	-3	x	-4
CCN(CC)C(=S)SCC(=O)Nc1ccc(S(N)(=O)=O)cc1	-20	2.0	102	3.4	2.1	0.6	-1	-10	4	213	16
C#CCNC(=O)C1=C[C@@H](C2CC2)C[C@@H](OCc2ccc(CO)cc2)O1	-25	-0.1	101	0.6	-2.5	0.0	2	13	5	-10	-12

Given bar-delimited: three of the compounds above
smiles | HTR5A inv ctr | Ecoli viability | Pemphigus Ab inh | phage Ecoli inh | MOR-DOR ag | AddAB inh | HTR5A ag ctr | OPRM1-OPRD1 inv | PKA-R1A act | Mot1-301 SUMO | PfHsp90 set2
Cc1ccc(C(=O)C(C)OC(=O)Cc2n[nH]c(=O)c3ccccc23)cc1 (stereo unspecified) | 6 | 1.1 | 102 | 2.4 | 1.7 | -0.3 | -2 | -11 | -7 | 51 | 17
O=C(OC1CCCCC1)c1cc2ccccc2oc1=O | -11 | 0.3 | 98 | 4.1 | -3.3 | 1.9 | 3 | 15 | -11 | 42 | -21
O=C(C1=C[C@H](c2ccc3c(c2)OCO3)C[C@H](OCc2ccc(CO)cc2)O1)N1CCOCC1 | -6 | 0.4 | 101 | 1.1 | -0.8 | -0.6 | 2 | 4 | -8 | 216 | -12

Continued.
SMILES	HTR5A inv ctr	Ecoli viability	Pemphigus Ab inh	phage Ecoli inh	MOR-DOR ag	AddAB inh	HTR5A ag ctr	OPRM1-OPRD1 inv	PKA-R1A act	Mot1-301 SUMO	PfHsp90 set2
O=C(O)CSCC(=O)N1CCN(c2ccnc3cc(Cl)ccc23)CC1	-39	-0.8	113	x	-2.4	2.9	11*	11	-10	-18	-2
COc1cccc(C(C(=O)NC(C)(C)C)N(C(=O)CCC(=O)Nc2cc(C)on2)C(C)C)c1OC (stereo unspecified)	13	-0.6	103	0.9	-2.8	0.9	-2	15	-13	-2	-12
CCC(C(=O)O/N=C(\N)c1cccc(C)c1)c1ccccc1 (stereo unspecified)	-8	-0.6	100	1.9	-0.8	0.1	2	5	-8	14	19
CN1C(=O)C(C)(C)c2cc(S(=O)(=O)N3CCCC3C(=O)NCc3ccccc3Cl)ccc21 (stereo unspecified)	11	-5.1	110	3.5	-1.3	5.4	-4	6	4	-8	-5
Cc1oc(-c2ccc(F)cc2)nc1CN(Cc1ccccn1)CC1CCCO1 (stereo unspecified)	-4	-2.0	102	3.9	-2.3	1.5	10	11	-1	36	2
Cc1cccc(N2CCN(C(=O)c3cccc(N4CCCC4=O)c3)CC2)c1C	0	0.0	272	-0.5	-1.4	3.9	0	8	-10	2	-12
Cc1onc(-c2ccccc2Cl)c1C(=O)NCCCN1CCOCC1	-29	0.8	108	-0.2	-2.3	2.6	-1	13	4	-2	2
Cc1cc(C(C)(C)C)oc1C(=O)N(CC(=O)NC1CCCC1)Cc1ccccc1Cl	29	0.9	117	2.8	4.2	3.3	-3	-25	2	1	18
Cc1ccccc1S(=O)(=O)Oc1ccccc1C(=O)Oc1ccccc1	-3	3.7	97	2.3	0.0	4.0	1	0	3	7	-3
COc1ccc(OCC(=O)NS(=O)(=O)c2ccccc2)cc1	-9	-1.5	121	-4.2	1.6	1.5	-1	-13	0	35	-21
Cc1cc(C(C)(C)C)oc1C(=O)N(CC(=O)NC1CCCC1)c1c(C)cccc1C	7	-1.5	167	1.1	6.8	-1.9	0	-40	-4	43	-5
O=S(=O)(c1ccccc1)c1cnn(-c2ccccc2)c1-c1ccc(F)cc1	8	1.9	105	0.0	0.0	-0.2	-3	0	-9	0	-17
FC(F)Sc1ccc(NC(=S)NCc2ccccc2)cc1	-14	6.2	92	13*	8.4	8.6	5	-60	-24	25	-22
Cc1cc(N/C=C\C(=O)c2ccc(Cl)c(Cl)c2)no1	-7	-0.7	93	3.2	0.3	2.8	3	-2	-2	-9	x
Cc1ccc(C(=O)NCC(=O)N2CCCN(S(=O)(=O)c3ccc(C)cc3)CC2)cc1	-11	x	102	2.2	3.3	x	3	-22	-7	x	x
Cc1cc(CNC(=O)COC(=O)C2CC3CCCC(C2)C3=O)cc(C)c1O (stereo unspecified)	5	-0.1	99	4.8	-1.8	0.3	-2	7	0	-2	x
CCc1cccc(C)c1NC(=S)NCC1CCN(c2ccc(OC)cc2)C1 (stereo unspecified)	-17	0.1	108	4.8	0.6	0.8	6	-3	2	1	-38
CCCCC(=O)Nc1c2c(nn1-c1cccc(C)c1C)CS(=O)(=O)C2	1	-0.8	102	-1.0	-2.0	-0.5	0	9	7	-3	-3
O=C(CN1CCOCC1)Nc1c(Cl)cc(Cl)cc1Cl	-8	-1.5	97	3.6	-1.7	-0.1	3	9	5	22	-10
CCOC(=O)N1CCN(CCC(=O)Nc2ccccc2)CC1	-10	-0.2	97	0.4	0.1	0.5	3	0	5	7	2
C/C(=N\NC(=O)Cn1c(C)nc2ccccc21)c1cccs1	x	3.7	118	3.9	x	11	x	x	-3	-2	-56
O=C(CCC(=O)c1ccccc1)Nc1cccnc1	-8	3.9	109	-0.9	-1.0	6.3	-4	6	-5	-18	6
CCOc1cc(N2CCOCC2)c(OCC)cc1NC(=O)CN1C(=O)NC(CC)(c2ccc(F)cc2)C1=O (stereo unspecified)	-35	x	113	2.3	1.3	x	13	-5	7	x	4
CC1CCN(C(=O)CSc2nc3c(cnn3-c3ccccc3)c(=O)[nH]2)CC1	17	2.1	98	1.0	-2.3	-0.7	-6	13	-15	-7	-6
COc1ccc(S(=O)(=O)Cc2ccc(C(=O)NCc3ccccn3)o2)cc1	4	0.5	105	1.1	-1.0	0.8	-2	5	-3	-7	22
OCCc1ccc(-c2ccc(Cl)cc2)o1	-40	3.3	100	3.4	1.6	1.0	2	-9	9	192	-10
O=C(CCl)NN=C(c1ccccc1)c1ccccc1	x	-4.0	x	4.4	x	-1.0	x	x	x	5	17
Cc1cc(=O)[nH]c(N2CCCNCC2)n1	5	-2.2	100	x	-2.1	3.0	-1	10	-4	8	-9
COc1ccc(Cl)cc1C(=O)Nn1c(C)nc2ccccc2c1=O	-1	-3.0	103	0.7	-0.5	-0.7	-1	3	3	392	-27
Cc1cc(C)c2nc(N3CCCN(C(=O)c4ccco4)CC3)c(C#N)cc2c1	5	-1.8	92	5.3	-1.1	0.5	-2	5	-11	2	17
COc1ccc(Br)cc1CN(C)C(=O)c1ccc2c(c1)NC(=O)C(C)S2 (stereo unspecified)	14	2.5	115	1.3	0.9	1.8	-6	-4	1	-12	-6
O=C(NNC(=O)c1ccc([N+](=O)[O-])o1)c1ccccc1	-19	86*	113	26*	-2.1	68*	8	10	-4	5	14
Cc1c(/C(O)=C2/C(=O)C(=O)N(CCN(C)C)C2c2ccc(C(C)C)cc2)cnn1-c1ccccc1 (stereo unspecified)	5	-0.2	117	2.4	-2.9	1.6	-2	15	14	113	7
CC(C)CC1(C)NC(=O)NC1=O (stereo unspecified)	0	0.3	115	2.1	-4.6	4.2	4	19	-3	-3	21
O=S(=O)(c1cccc(C(F)(F)F)c1)N1CCN(c2ccccc2)CC1	-12	-1.2	106	2.4	4.3	-1.3	2	-22	-10	-7	x
Cc1cnc(C(=O)OCC(=O)NCc2ccc(Cl)cc2)cn1	2	0.3	x	2.8	-2.1	0.8	-1	8	-2	0	6
COc1cc(NC(=O)c2cc(C)on2)cc(C(=O)Nc2cccc(C(F)(F)F)c2)c1	-18	-0.2	107&103	2.9&1.8	0.4	0.8	3	-2	-16&-10	604	30
O=C(COc1ccc(S(=O)(=O)NCc2ccccc2)cc1Cl)NCc1ccccn1	-11	0.3	125	0.7	1.8	1.1	1	-15	-4	2	-10
C[C@@H](CN1C(=O)C(=O)NC[C@@H]1C)NC(=O)CC12CC3CC(CC(C3)C1)C2	3	-1.0	107	2.2	-1.3	2.1	-1	7	-6	-4	-11
Cc1ccc(NC(=O)COC(=O)C2CC2(Cl)Cl)cc1C (stereo unspecified)	-25	2.8	105	3.5	3.4	4.1	9.0*	-17	-4	8	2
COc1ccc(/C=c2/sc3nc(-c4ccccc4)c(-c4ccccc4)n3c2=O)cc1	8	-2.4	x	2.0	-1.4	-0.6	-4	7	6	x	-35
Cc1ccc(C(=O)/C=C/c2ccc(-c3ccc(C)cc3)o2)cc1	13	0.2	96	0.8	-0.5	4.7	-1	2	-6	-27	-108
Cc1ccc(S(=O)(=O)NCC(=O)N(CC(=O)NCc2ccco2)Cc2ccc(F)cc2)cc1	-1	-2.8	94	-0.7	0.4	2.0	1	-3	-6	8	-4
O=C(Nc1cccc2cccnc12)c1ccccc1Br	6	-1.4	111	1.1	-1.9	-3.1	7	9	-21	-17	-13
O=C(N/N=C\c1ccoc1)c1ccco1	7	-1.3	x	-0.6	-2.6	1.1	0	13	-7	-10	19
O=[N+]([O-])c1cccc(C(=Nc2ccccc2)NO)c1	2	0.6	105	2.8	2.1	2.7	-1	-11	-7	x	2
CC1CCCCN1C(=O)CSc1nc2ccccc2[nH]1 (stereo unspecified)	2	-0.7	97	2.1	-2.1	-0.2	-1	12	-16	-4	0
CCOC(=O)c1cnn(-c2cc(C)nc3c(-c4ccccc4)cnn23)c1N	1	0.5	x	1.4	-2.0	0.5	-3	9	-5	-10	25
O=C(CSc1ccccn1)Nc1cccc(NC(=O)CSc2ccccn2)n1	-25	-1.8	82	-1.9	7.1	1.6	4	-42	-7	127	-1
COCCc1ncc(CN2CCC(C(=O)Nc3cccc(-c4cscn4)c3)CC2)cn1	-22	-0.6	x	-1.5	-1.0	1.4	0	5	-13	-13	6
CCOC(=O)/C(=N/Nc1ccc(OC)cc1)N1CCCc2ccccc21	2	-2.4	x	0.0	-1.0	-1.1	-2	5	-8	272	-22
Nc1nonc1-n1nnc(C(=O)N/N=C/c2ccoc2)c1CSc1ccccc1	0	-0.7	91	x	-0.8	0.2	0	4	-15	-4	15
Cc1occc1C(=O)Nc1ccc(S(=O)(=O)N2CCN(C)CC2)cc1	23	-0.8	104	1.7	-3.0	3.0	2	17	-6	631	x
